# SRC3 inh – inhibitors of human steroid receptor coactivator 3 (SRC3) | Q9Y6Q9 | HEK293 GAL4-SRC3 luciferase reporter, luminescence | inhibition, % at 3.6 µM | 0.17% of 360,000 active | AID 588352;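 active means inhibition above a per-campaign cutoff, the mean of all compounds plus 3 SD, cut at about 60% in these data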;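 further: 0% = DMSO-treated cells and 100% = gossypol-treated cells at 36 µM; higher means less SRC3-driven luciferase light from the GAL4 reporter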
# Target sequence (Q9Y6Q9 whole entry, looked up, the tested form may be a part): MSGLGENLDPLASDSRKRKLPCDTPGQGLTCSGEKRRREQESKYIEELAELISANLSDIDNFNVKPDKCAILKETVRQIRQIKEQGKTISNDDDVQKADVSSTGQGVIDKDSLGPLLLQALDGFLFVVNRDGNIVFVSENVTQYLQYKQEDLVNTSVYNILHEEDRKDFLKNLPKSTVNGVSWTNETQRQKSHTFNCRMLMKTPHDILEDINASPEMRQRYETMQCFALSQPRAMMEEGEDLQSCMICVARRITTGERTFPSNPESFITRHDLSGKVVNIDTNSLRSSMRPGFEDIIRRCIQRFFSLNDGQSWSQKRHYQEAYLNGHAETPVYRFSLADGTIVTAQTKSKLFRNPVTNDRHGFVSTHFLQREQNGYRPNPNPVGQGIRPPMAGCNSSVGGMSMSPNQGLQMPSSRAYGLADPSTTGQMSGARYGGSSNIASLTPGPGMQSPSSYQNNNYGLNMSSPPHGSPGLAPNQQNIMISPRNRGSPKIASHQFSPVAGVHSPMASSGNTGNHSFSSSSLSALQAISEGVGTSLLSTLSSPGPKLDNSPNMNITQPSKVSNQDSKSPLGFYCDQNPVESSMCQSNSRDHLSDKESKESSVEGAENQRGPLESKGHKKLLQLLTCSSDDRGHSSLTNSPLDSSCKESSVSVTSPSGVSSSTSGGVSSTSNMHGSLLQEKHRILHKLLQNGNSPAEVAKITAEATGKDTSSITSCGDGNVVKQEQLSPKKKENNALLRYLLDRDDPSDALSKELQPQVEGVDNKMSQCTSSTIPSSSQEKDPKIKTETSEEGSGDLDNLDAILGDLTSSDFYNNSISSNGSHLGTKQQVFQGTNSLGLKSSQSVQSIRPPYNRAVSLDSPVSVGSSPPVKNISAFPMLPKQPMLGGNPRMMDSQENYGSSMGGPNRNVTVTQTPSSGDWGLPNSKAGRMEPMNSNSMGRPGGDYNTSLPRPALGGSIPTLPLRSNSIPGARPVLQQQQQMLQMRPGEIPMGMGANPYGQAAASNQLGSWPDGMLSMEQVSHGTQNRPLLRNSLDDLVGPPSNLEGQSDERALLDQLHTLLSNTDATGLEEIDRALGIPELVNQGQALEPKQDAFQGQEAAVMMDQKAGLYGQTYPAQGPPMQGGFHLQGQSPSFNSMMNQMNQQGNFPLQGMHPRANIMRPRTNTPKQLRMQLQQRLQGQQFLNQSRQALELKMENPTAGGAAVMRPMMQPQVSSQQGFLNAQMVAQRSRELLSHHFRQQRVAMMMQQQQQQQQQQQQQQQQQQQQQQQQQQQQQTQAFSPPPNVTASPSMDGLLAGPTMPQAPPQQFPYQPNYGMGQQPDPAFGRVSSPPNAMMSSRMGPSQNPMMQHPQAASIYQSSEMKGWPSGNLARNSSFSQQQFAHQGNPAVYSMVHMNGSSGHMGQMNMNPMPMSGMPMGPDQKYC
# KKLEB tox – CF airway cell cytotoxicity counter-screen; KKLEB CF airway cells viability, ATPlite luminescence, overnight; hits give low values; cells stimulated with P. aeruginosa culture filtrate; activity change (cytotoxicity), % at 5 µM; 0.36% of 360,000 active; AID 602141;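 active means corrected activity change at or below -50% at 5 µM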
# Shn3 3UTR inh – Schnurri-3 reporter inhibition in Clone20 osteoblasts; Clone20 osteoblast Shn3 3'UTR firefly luciferase, 24 h; inhibition, % at 12.5 µM; 0.52% of 360,000 active; AID 588674;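 active means mean inhibition of at least 75% with every replicate also reaching 75%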;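 further: 0% = median of neutral control wells and 100% = pilot-screen positive control compound; some compounds past the cut are filed as inactive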
# TROY signal inh – TROY signaling inhibition. Q293 LMP1-TROYcd NF-kB luciferase reporter, 4 h. inhibition, % at 10 µM. 0.98% of 360,000 active;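 active means compounds whose plate-normalised and pattern-corrected inhibition of the luciferase reporter signal at the single screening dose is 50% or more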
# CF NFkB block – cystic fibrosis NF-kB activation inhibition; KKLEB NF-kB-GFP reporter, PAF-induced, GFP fluorescence overnight; inhibition, % at 5 µM; 0.86% of 360,000 active;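 active means at least 50% inhibition at 5 µM, scaled per plate between neutral and stimulator controls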;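 further: PAF is a Pseudomonas aeruginosa culture filtrate used as stimulus; plate controls were PAF-stimulated DMSO wells for no effect and unstimulated DMSO wells for full effect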
# COUP-TFII inh – inhibitors of human COUP-TFII (NR2F2) | P24468 | HEK293T NGFI-A luciferase reporter, luminescence | inhibition, % at 8.6 µM | 0.7% of 370,000 active | AID 686940;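 active means inhibition above a per-plate cutoff, mean inhibition of test wells between control levels plus 3 SD, cut at about 38% in these data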;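 further: cells cotransfected with COUP-TFII expression vector driving the NGFI-A reporter; 0% = median of COUP-TF2 test wells and 100% = reporter-only cells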
# EBV LMP1 NFkB – inhibitors of Epstein-Barr LMP1-induced NF-kappaB reporter; LMP1-induced NF-kappaB luciferase reporter cells, luminescence; inhibition, % at 12.5 µM; 0.69% of 350,000 active; in the data active means inhibition above about 41%;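 further: 0% = neutral control wells and 100% = reference inhibitor control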
# TWEAK Fn14 block – inhibitors of TWEAK-Fn14 interaction signaling. AID 1159606. TWEAK-stimulated Fn14 reporter cells, luciferase luminescence, 8 h. 2% of 360,000 active. inhibition, % at 10 µM; in the data active means inhibition above about 50%
# C8 TRAIL sens – caspase-8 TRAIL sensitization; NB7+C8 cells + TRAIL, ATPlite viability luminescence; 1% of 360,000 active; inhibition (viability loss, TRAIL sensitization), % at 10 µM; AID 624354;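 active means compounds causing at least 50% loss of cell viability in the single-dose screen, relative to plate controls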
# SRC1 inh – inhibitors of human steroid receptor coactivator 1 (SRC1). Q15788. HEK293 GAL4-SRC1 luciferase reporter, luminescence. inhibition, % at 3.6 µM. 0.12% of 360,000 active. AID 588354;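 active means inhibition above the campaign mean plus 3 SD, with each screening campaign given its own cutoff, cut at about 60% in these data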;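 further: 0% = DMSO treated cells and 100% = gossypol at 36 µM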
# NR5A2 inv ag – inverse agonists of human LRH-1 (NR5A2) | HEK293T StAR-luciferase reporter, LRH-1 transfected, 24 h | O00482 | 0.13% of 360,000 active | inhibition, % at 3.6 µM | AID 602396;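 active means inhibition above the mean inhibition of all tested compounds plus 3 SD, cut at about 73% in these data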;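 further: 0% = DMSO wells and 100% = reporter-only cells lacking LRH-1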
# * = called active by the depositor; / = not tested or not shown.
1: Cc1nc2nc(SCC(=O)N3CCC4(CC3)OCCO4)nn2c(C)c1Cc1ccccc1
2: O=C(c1cc2c(s1)-c1ccccc1OC2)N1CCC2(CC1)OCCO2
3: CCOc1ccc(N=Cc2c(O)n(C(C)(C)C)c(=O)[nH]c2=O)cc1
4: COC(=O)[C@@H]1N=C(c2ccc(OC)cc2)O[C@]12C(=O)N(Cc1ccccc1)c1ccccc12
5: COC(=O)[C@@H](c1ccccc1)C1CCCCN1 (stereo partly drawn)
6: CCN(CC)c1ccc(/C=C2\C(=O)NC(=S)N(C)C2=O)o1
7: CCN1CCN(Cc2cccnc2)CC1
8: NP(=O)(Oc1ccccc1Cl)Oc1ccccc1Cl

Screen / compound no.	1	2	3	4	5	6	7	8
SRC3 inh	22.4	-78.3	-12.4	/	25.7	-77.9	0.0	-48.0
KKLEB tox	-0.2	-15.9	2.2	/	5.8	3.1	-3.0	-8.2
Shn3 3UTR inh	-0.5	-49.8	14.3	/	6.5	-78.0	-2.8	2.2
TROY signal inh	5.0	-36.3	2.4	4.1	-10.0	21.0	-9.8	-18.6
CF NFkB block	-7.1	22.4	0.7	/	12.0	10.7	8.4	-13.1
COUP-TFII inh	-1.3	-32.3	-7.1	6.5	14.9	-37.1	9.7	-9.2
EBV LMP1 NFkB	4.5	12.8	1.9	/	4.8	-13.3	-4.8	-19.1
TWEAK Fn14 block	7.4	11.6	20.6	2.1	-4.6	28.0	1.7	-2.3
C8 TRAIL sens	8.8	12.5	-9.6	-6.3	5.3	-10.0	-5.1	-4.1
SRC1 inh	-6.0	-84.6	-0.6	/	15.5	-114.9	-5.8	-41.0
NR5A2 inv ag	-5.7	-96.9	9.7	-45.0	16.7	-128.7	7.6	11.3

# Excerpt, entries 1 to 7
1: Cc1nc2nc(SCC(=O)N3CCC4(CC3)OCCO4)nn2c(C)c1Cc1ccccc1
2: O=C(c1cc2c(s1)-c1ccccc1OC2)N1CCC2(CC1)OCCO2
3: CCOc1ccc(N=Cc2c(O)n(C(C)(C)C)c(=O)[nH]c2=O)cc1
4: COC(=O)[C@@H]1N=C(c2ccc(OC)cc2)O[C@]12C(=O)N(Cc1ccccc1)c1ccccc12
5: COC(=O)[C@@H](c1ccccc1)C1CCCCN1 (stereo partly drawn)
6: CCN(CC)c1ccc(/C=C2\C(=O)NC(=S)N(C)C2=O)o1
7: CCN1CCN(Cc2cccnc2)CC1

Screen / compound no.	1	2	3	4	5	6	7
SRC3 inh	22.4	-78.3	-12.4	/	25.7	-77.9	0.0
KKLEB tox	-0.2	-15.9	2.2	/	5.8	3.1	-3.0
Shn3 3UTR inh	-0.5	-49.8	14.3	/	6.5	-78.0	-2.8
TROY signal inh	5.0	-36.3	2.4	4.1	-10.0	21.0	-9.8
CF NFkB block	-7.1	22.4	0.7	/	12.0	10.7	8.4
COUP-TFII inh	-1.3	-32.3	-7.1	6.5	14.9	-37.1	9.7
EBV LMP1 NFkB	4.5	12.8	1.9	/	4.8	-13.3	-4.8
TWEAK Fn14 block	7.4	11.6	20.6	2.1	-4.6	28.0	1.7
C8 TRAIL sens	8.8	12.5	-9.6	-6.3	5.3	-10.0	-5.1
SRC1 inh	-6.0	-84.6	-0.6	/	15.5	-114.9	-5.8
NR5A2 inv ag	-5.7	-96.9	9.7	-45.0	16.7	-128.7	7.6

# The listing continues:
9: O=C(CN1CCOCC1)Nc1ccc(Br)cc1C(=O)c1ccccc1
10: Nc1ccc(Cl)c(Cl)c1
11: O=C(Cn1ccc2ccccc2c1=O)NCC(=O)N1CCC2(CC1)OCCO2
12: CCCCn1nnnc1C(c1ccc(OC)cc1)N1CCC2(CC1)C(=O)NCN2c1ccccc1 (stereo not drawn)
13: Nc1c(C(=O)NCC2CCCO2)c2nc3ccccc3nc2n1Cc1ccco1 (stereo not drawn)
14: c1ccc(CN2CCN(Cc3ccc4c(c3)OCCO4)CC2)cc1
15: COC(=O)C1=C(c2cccc(OCc3ccccc3)c2)C[C@@H]2CC[C@H]1N2C(=O)NCCOc1ccccc1Cl
16: COc1ccccc1CC(=O)N1CCN(CCc2ccccc2)CC1

Screen / compound no.	9	10	11	12	13	14	15	16
SRC3 inh	2.2	1.3	14.3	1.2	22.4	10.9	3.9	3.2
KKLEB tox	-13.3	-16.6	7.4	-5.6	-4.9	-2.2	10.5	-6.8
Shn3 3UTR inh	19.1	-7.7	-25.5	21.4	13.9	-1.0	-2.9	9.2
TROY signal inh	-3.3	-12.3	-9.2	-1.0	6.3	-15.5	3.1	13.8
CF NFkB block	2.3	-22.4	2.6	1.0	1.3	14.2	1.4	-1.4
COUP-TFII inh	0.9	-21.3	3.2	2.8	14.9	21.6	-4.8	7.1
EBV LMP1 NFkB	2.8	-2.8	-5.3	/	9.2	-3.3	1.8	6.4
TWEAK Fn14 block	5.2	20.7	-2.3	-10.7	17.7	5.9	11.4	-4.7
C8 TRAIL sens	-5.6	-0.1	-5.6	-10.0	0.3	-0.2	7.7	-6.5
SRC1 inh	-16.9	5.7	-10.1	8.3	-0.9	1.3	-8.6	7.7
NR5A2 inv ag	8.0	-11.1	13.9	4.0	19.4	-7.1	10.6	-6.0

17: CC(=O)C1=C(C)OC(N)=C(C(=O)OC(C)C)C12C(=O)Nc1ccccc12 (stereo not drawn)
18: Cc1ccc(S(=O)(=O)N2CC3CC(C2)c2cccc(=O)n2C3)cc1 (stereo not drawn)
19: Cc1ccccc1NC(=S)NC(NC(=O)CF)C(Cl)(Cl)Cl (stereo not drawn)
20: CN(C)CCN(CC1CCCN(Cc2ccccc2F)C1)C(=O)Cc1ccc(F)c(F)c1 (stereo not drawn)
21: COc1ccc(OC)c(-n2c(O)c(/C=C3\C=Nc4ccccc43)c(=O)[nH]c2=O)c1
22: Cn1c(NN=O)nc2ccccc21
23: BrCC(Br)C1CCC(Br)C(Br)C1 (stereo not drawn)
24: C=CCN1C(=O)NC(=O)C(CCc2ccncc2)(CCc2ccncc2)C1=O

Screen / compound no.	17	18	19	20	21	22	23	24
SRC3 inh	4.7	8.8	4.2	3.1	-10.4	4.4	12.3	19.9
KKLEB tox	-6.3	-1.5	13.9	11.3	-4.4	8.9	2.1	-18.3
Shn3 3UTR inh	-14.8	10.3	2.5	-11.8	-27.8	89.6*	-4.8	-7.8
TROY signal inh	-8.8	-6.7	-9.1	4.4	24.3	7.7	3.1	-2.9
CF NFkB block	-13.1	8.1	-5.4	12.3	3.5	-6.6	-4.3	30.7
COUP-TFII inh	2.0	-17.4	2.4	0.8	-2.1	18.0	-7.8	-14.1
EBV LMP1 NFkB	8.5	-5.0	9.6	-8.3	-2.7	5.5	-0.1	-6.0
TWEAK Fn14 block	-1.5	16.9	3.2	5.7	29.5	-31.5	16.9	27.2
C8 TRAIL sens	-21.6	-2.1	0.4	-7.0	-3.2	57.0*	-4.1	-8.3
SRC1 inh	2.5	-7.9	10.2	-11.2	-2.3	2.4	-4.7	-13.2
NR5A2 inv ag	33.0	2.2	11.7	1.9	1.7	14.3	10.8	-13.2

25: CCC(CC)NC1CCCCC1OC (stereo not drawn)
26: O=C(NCc1ccccn1)c1ccccc1Cl
27: CCCCC(=O)N/N=C/c1c(O)n(-c2cccc3ccccc23)c(=O)[nH]c1=O
28: Cc1cc(C=C2C(=O)N(C)C(=S)N(C)C2=O)c(C)n1C1CCCCC1
29: Cc1ccc[n+](CC(O)Cn2c3ccccc3c3ccccc32)c1 (stereo not drawn)
30: Nc1ccncc1Cl
31: Cc1ccc2c(C)c3ccc4ccccc4c3c[n+]2c1
32: Cc1ccc(-n2c(C)cc(/C=C3/C(=O)NC(=O)N(C)C3=O)c2C)cc1
33: COC(=O)C1=C(c2cccc(C#N)c2)C[C@@H]2CC[C@H]1N2C(=O)N1CCOCC1
34: Cn1c(O)c(C(=N)COc2cccc(Cl)c2)c(=O)n(C)c1=O
35: COc1cc(C)c(CN2CCN(c3ccccc3)CC2)cc1C

Screen / compound no.	25	26	27	28	29	30	31	32	33	34	35
SRC3 inh	20.4	5.6	17.9	7.4	16.5	-0.1	24.6	8.7	14.9	14.4	9.0
KKLEB tox	-10.7	1.4	6.4	3.6	-10.1	-5.4	6.3	-3.6	3.5	2.6	2.9
Shn3 3UTR inh	-4.8	-10.8	-6.6	-3.9	-19.4	11.7	12.8	-12.6	2.3	-3.3	16.0
TROY signal inh	2.6	-16.2	-23.9	12.2	-0.1	-16.8	-22.5	-14.3	-10.5	-18.9	-1.4
CF NFkB block	11.5	9.6	-1.1	-1.1	-16.7	19.5	-125.8	-4.4	-6.9	-8.7	3.8
COUP-TFII inh	-14.2	9.5	-24.7	4.9	-3.9	13.2	-0.4	9.5	6.2	4.0	6.3
EBV LMP1 NFkB	-3.6	4.5	-0.7	-5.3	-10.0	8.2	-5.2	3.2	-3.5	1.8	6.8
TWEAK Fn14 block	-0.9	-23.0	3.5	-0.9	4.9	-2.7	-56.8	-6.8	5.8	1.8	18.6
C8 TRAIL sens	19.3	-1.7	-4.2	-1.2	19.4	-2.6	18.2	2.5	2.5	-16.4	-15.0
SRC1 inh	5.1	-6.6	7.7	-11.9	15.5	1.5	30.7	-26.5	-19.1	1.1	-8.5
NR5A2 inv ag	17.9	-13.7	-20.1	1.0	13.5	0.9	46.2	-20.4	3.9	-4.5	6.7

# A portion of the library (hit frequency here may not be typical).
